GLA spleen mod: alpha-galactosidase A (human) modulation; Potency, µM (doses to about 80 µM), for the others: at the top dose activity change, negative = inhibition, actives largely listed as inhibitors; human spleen homogenate, 4MU-alpha-Gal fluorescence, 40 min; AID 2107; 0.008% of 240,000 active;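 also: 0% = enzyme with vehicle and -100% = no enzyme basal signal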
Target sequence (P06280 32-429 limits assumed): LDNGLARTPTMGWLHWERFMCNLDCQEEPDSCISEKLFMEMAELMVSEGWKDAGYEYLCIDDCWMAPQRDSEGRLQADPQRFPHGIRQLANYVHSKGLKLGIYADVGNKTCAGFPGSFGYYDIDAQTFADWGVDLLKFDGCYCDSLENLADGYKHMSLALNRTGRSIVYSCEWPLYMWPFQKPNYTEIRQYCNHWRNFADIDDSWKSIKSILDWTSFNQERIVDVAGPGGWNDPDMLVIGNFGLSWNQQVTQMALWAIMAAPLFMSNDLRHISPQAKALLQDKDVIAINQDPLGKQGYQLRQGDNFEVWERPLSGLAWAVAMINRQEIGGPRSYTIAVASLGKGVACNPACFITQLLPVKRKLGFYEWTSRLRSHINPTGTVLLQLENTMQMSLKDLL
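Spleen homogenate 1 ug + cpd (titration) + 4-MU-alpha-D-galactopyranoside 1 mM; 37C 40 min; 50 mM citrate/phosphate pH 5.0, 0.01% Tween-20; stop pH 10; fluorescence 365/440; AC50 via Hill.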
aGlu spleen mod: lysosomal alpha-glucosidase (human) modulation; P10253; human spleen homogenate, 4-MU-alpha-glucoside fluorescence; Potency, µM (top dose mostly 79.9 µM), inactives show at the top dose activity change, negative = inhibition, most hits filed as inhibitors; 0.006% of 240,000 active; AID 2112;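 also: 0% = enzyme with vehicle and -100% = no enzyme basal signal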
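Human spleen homogenate (1 ug) with 4-methylumbelliferyl-alpha-D-glucopyranoside (1 mM final) in 50 mM citrate/phosphate pH 5.0, 0.01% Tween-20; 40 min at 37 C. Stopped at pH 10; 4-MU fluorescence Ex 365/Em 440 nm; AC50 by Hill fit.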
Numbers without * were called inactive. Calls follow the shape of the dose curve; as a rule, active = well fitted curve in the direction sought with a large enough effect; inconclusive = small, poorly fitted or top-dose-only effect, or another doubt; inactive = no such curve, though single readings can be large; an effect the other way counts as inactive or inconclusive. Potency is read from the fitted curve at half-maximal effect.

SMILES	GLA spleen mod	aGlu spleen mod
COc1ccc(OC)c(-c2nnc3n2N=C(c2ccc(OC)c(OC)c2)CS3)c1	3%	-6%
CC[C@H](C)[C@H](NC(=O)CNC(=O)[C@H](CCCNC(=N)N)NC(=O)CNC(=O)[C@@H](NC(=O)[C@H](Cc1ccc(O)cc1)NC(=O)[C@H](Cc1c[nH]c2ccccc12)NC(=O)[C@H](C)NC(=O)[C@@H]1CCCN1C(=O)[C@H](CC(N)=O)NC(=O)[C@@H](NC(=O)[C@H](CC(=O)O)NC(=O)[C@@H]1CCCN1C(=O)[C@@H](N)[C@@H](C)O)[C@@H](C)CC)[C@@H](C)O)C(=O)N[C@@H](CCCNC(=N)N)C(=O)N1CCC[C@H]1C(=O)N[C@H](C(=O)NCC(=O)N[C@@H](CCCNC(=N)N)C(=O)N[C@@H](Cc1ccccc1)C(N)=O)C(C)C	-11%	1%
CC[C@H](C)[C@H](NC(=O)[C@@H]1CCCN1C(=O)[C@H](C)NC(=O)[C@H](CC(N)=O)NC(=O)[C@@H]1CCCN1C(=O)[C@@H]1CCCN1C(=O)[C@H](CCCN=C(N)N)NC(=O)[C@H](Cc1ccc(O)cc1)NC(=O)[C@H](C)NC(=O)[C@@H]1CCCN1C(=O)[C@@H]1CCCN1C(=O)[C@@H](N)[C@@H](C)O)C(=O)N[C@@H](CC(C)C)C(=O)O	-8%	-3%
O=C(O)c1ccc(NC(=O)[C@H](Cc2ccc(O)cc2)NC(=O)c2ccccc2)cc1	1%	-2%
Nc1ncnc2c1ncn2[C@@H]1O[C@H](C(=O)N2CCN(CC(=O)Nc3cccc4c3CNC4=O)CC2)[C@@H](O)[C@H]1O	-19%	2%
O=S(=O)(Nc1cccc2cccnc12)c1ccc2ccccc2c1	-1%	3%
O=C(NCCNCCO)C1(C(F)(F)F)C/C(=C\CCO)CCCO1 (centres undefined)	4%	-1%
O=C(Nc1cccc(Cl)c1)OCC#CCCl	14%	-1%
COc1ccc(/C=C/c2ccccc2)cc1C1C2C=CCC(C)C2C(=O)N1Cc1ccccc1 (centres undefined)	-1%	3%
CC[C@H](C)[C@H](NC(=O)[C@H](CCC(=O)O)NC(=O)CNC(=O)[C@@H](NC(=O)[C@H](CCC(=O)O)NC(=O)[C@H](CCC(=O)O)NC(=O)[C@H](CC(C)C)NC(=O)CNC(=O)[C@@H]1CCCN1C(=O)[C@H](CCC(=O)O)NC(=O)[C@@H](N)[C@@H](C)O)C(C)C)C(=O)N[C@@H](CCC(=O)O)C(=O)N[C@@H](CCC(N)=O)C(=O)N[C@@H](CCCCN)C(=O)N[C@@H](CCC(N)=O)C(=O)N[C@@H](CC(C)C)C(=O)N[C@@H](CCC(N)=O)C(=O)O	-5%	2%
CS(=O)(=O)c1ccc(CNC(=O)[C@]2(C(F)(F)F)C[C@H](CCc3ccccc3)CCCO2)cc1	6%	-6%
O=C(/C=C/c1ccc(O)cc1)OC[C@H]1O[C@@H](Oc2c(-c3ccc(O)cc3)oc3cc(O)cc(O)c3c2=O)[C@H](O)[C@@H](O)[C@@H]1O	-9%	5%
CN1CCC(=O)N(C(CSc2ccc(Br)cc2)c2ccccc2)CC1 (centres undefined)	0%	-1%
O=S(=O)(NCCc1ccccc1)c1ccccc1Br	3%	-2%
CC(=O)OCOC(=O)CNc1ccccc1OCCOc1ccccc1NCC(=O)OCOC(C)=O	-6%	-1%
COC(=O)CCc1ccccc1S(=O)(=O)N(CCC(=O)OC)Cc1ccccc1	3%	4%
O=C(c1ccc(Nc2nccc(-c3cc4ccccc4s3)n2)cc1)N1CCC(N2CCCC2)CC1	-8%	-23%
CC[C@H](C)[C@H](NC(=O)[C@H](Cc1ccc(O)cc1)NC(=O)[C@H](Cc1cnc[nH]1)NC(=O)[C@H](CCCNC(=N)N)NC(=O)[C@H](CC(C)C)NC(=O)[C@H](C)NC(=O)[C@@H](N)CO)C(=O)N[C@@H](CC(N)=O)C(=O)N[C@@H](CC(C)C)C(=O)N[C@H](C(=O)N[C@H](C(=O)N[C@@H](CCCNC(=N)N)C(=O)N[C@@H](CCC(N)=O)C(=O)N[C@@H](CCCNC(=N)N)C(=O)N[C@@H](Cc1ccc(O)cc1)C(N)=O)[C@@H](C)O)[C@@H](C)CC	-3%	1%
CC[C@H](C)[C@H](NC(=O)[C@H](Cc1ccc(O)cc1)NC(=O)[C@H](Cc1cnc[nH]1)NC(=O)[C@H](CCCNC(=N)N)NC(=O)[C@H](CC(C)C)NC(=O)[C@H](C)NC(=O)[C@H](CO)NC(=O)[C@H](Cc1ccc(O)cc1)NC(=O)[C@H](Cc1ccc(O)cc1)NC(=O)[C@H](CCCNC(=N)N)NC(=O)[C@H](C)NC(=O)[C@H](CC(C)C)NC(=O)[C@H](CC(=O)O)NC(=O)[C@H](CCC(=O)O)NC(=O)[C@H](C)NC(=O)[C@@H]1CCCN1C(=O)[C@H](C)NC(=O)[C@H](CC(=O)O)NC(=O)[C@H](CCC(=O)O)NC(=O)CNC(=O)[C@@H]1CCCN1C(=O)[C@H](CC(N)=O)NC(=O)[C@H](CC(=O)O)NC(=O)[C@@H]1CCCN1C(=O)[C@H](CCCCN)NC(=O)[C@H](CO)NC(=O)[C@@H]1CCCN1C(=O)[C@@H](N)Cc1ccc(O)cc1)C(=O)N[C@@H](CC(N)=O)C(=O)N[C@@H](CC(C)C)C(=O)N[C@H](C(=O)N[C@H](C(=O)N[C@@H](CCCNC(=N)N)C(=O)N[C@@H](CCC(N)=O)C(=O)N[C@@H](CCCNC(=N)N)C(=O)N[C@@H](Cc1ccc(O)cc1)C(N)=O)[C@@H](C)O)[C@@H](C)CC	4%	1%
COC(=O)CCN(Cc1ccco1)S(=O)(=O)c1ccc(F)cc1Br	-3%	8%
CC1=C[C@H](C)[C@H](c2c(F)cccc2Cl)CC1=O	8%	-3%
COc1ccc(NC=O)c(C(=O)CCNC(C)=O)c1	7%	9%
Cc1noc(-c2ccc(CSCCC(=O)O)cc2)c1NC(=O)OC(C)c1ccccc1Cl (centres undefined)	6%	10%
COc1ccc(C2/C=C\CN(C(=O)c3ccccc3)C(C)C(=O)N2Cc2ccc(F)cc2)cc1 (centres undefined)	5%	-2%
NC(N)=NCCC[C@H](N)C(=O)NCC(=O)N[C@@H](CC(=O)O)C(=O)N[C@@H](CO)C(=O)O	4%	2%

A second format for 4 compounds above:
molecule | GLA spleen mod | aGlu spleen mod
CC[C@H](C)[C@H](NC(=O)[C@@H]1CCCN1C(=O)[C@H](C)NC(=O)[C@H](CC(N)=O)NC(=O)[C@@H]1CCCN1C(=O)[C@@H]1CCCN1C(=O)[C@H](CCCN=C(N)N)NC(=O)[C@H](Cc1ccc(O)cc1)NC(=O)[C@H](C)NC(=O)[C@@H]1CCCN1C(=O)[C@@H]1CCCN1C(=O)[C@@H](N)[C@@H](C)O)C(=O)N[C@@H](CC(C)C)C(=O)O | -8% | -3%
O=C(O)c1ccc(NC(=O)[C@H](Cc2ccc(O)cc2)NC(=O)c2ccccc2)cc1 | 1% | -2%
Nc1ncnc2c1ncn2[C@@H]1O[C@H](C(=O)N2CCN(CC(=O)Nc3cccc4c3CNC4=O)CC2)[C@@H](O)[C@H]1O | -19% | 2%
O=S(=O)(Nc1cccc2cccnc12)c1ccc2ccccc2c1 | -1% | 3%

Next section:
SMILES	GLA spleen mod	aGlu spleen mod
CCCC[C@@H]1CCCO[C@@](C(=O)NCc2ccccc2)(C(F)(F)F)C1	17%	4%
CN(C)c1nc(NC2CCC(NC(=O)c3ccc(F)c(F)c3)CC2)nc2ccccc12 (centres undefined)	1%	-1%
CC(C)([CH2][Sn]([CH2]C(C)(C)c1ccccc1)([CH2]C(C)(C)c1ccccc1)[O][Sn]([CH2]C(C)(C)c1ccccc1)([CH2]C(C)(C)c1ccccc1)[CH2]C(C)(C)c1ccccc1)c1ccccc1	-5%	5%
CC[C@H](C)[C@H](NC(=O)[C@H](Cc1ccc(O)cc1)NC(=O)[C@@H]1CCCN1C(=O)[C@H](CCCCN)NC(=O)[C@@H](N)CCCCN)C(=O)N[C@@H](CC(C)C)C(=O)O	-4%	1%
COc1cc2c(c(OC)c1OC)-c1c(cc3c(c1OC)OCO3)CC(C)C(C)(O)C2OC(=O)c1ccccc1 (centres undefined)	-11%	-4%
O=C(NCC1CC1)C1(C(F)(F)F)CC(CCc2ccccc2)CCCO1 (centres undefined)	2%	-4%
Nc1ncn(C2CC(O)C(CO)O2)c(=O)n1 (centres undefined)	19%	3%
CC1(C)CC1C(=O)N/C(=C/CCCCSCC(N)C(=O)O)C(=O)O (centres undefined)	-1%	2%
c1ccc(COC[C@@H]2CO2)cc1	10%	2%
COc1ccc(COC[C@H](C)[C@H](O)[C@@H](C)[C@H]2OC(=O)[C@@H]2C)cc1	1%	-3%
O=C(NCc1ccccc1)[C@]1(C(F)(F)F)C[C@H](CCCO)CCCO1	-5%	-1%
Nc1nc(Cl)nc2c1ncn2C1OC(CO)C(O)C1F (centres undefined)	25%	1%
CC(C)C[C@H](NC(=O)[C@H](CCCCN)NC(=O)CNC(=O)[C@H](CC(C)C)NC(=O)[C@@H](NC(=O)[C@@H]1CSSC[C@H](N)C(=O)N[C@@H](CO)C(=O)N[C@@H](CC(N)=O)C(=O)N[C@@H](CC(C)C)C(=O)N[C@@H](CO)C(=O)N[C@@H]([C@@H](C)O)C(=O)N1)C(C)C)C(=O)N[C@@H](CO)C(=O)N[C@@H](CCC(N)=O)C(=O)N[C@@H](CCC(=O)O)C(=O)N[C@@H](CC(C)C)C(=O)N[C@@H](Cc1cnc[nH]1)C(=O)N[C@@H](CCCCN)C(=O)N[C@@H](CC(C)C)C(=O)N[C@@H](CCC(N)=O)C(=O)N[C@H](C(=O)N[C@@H](Cc1ccc(O)cc1)C(=O)N1CCC[C@H]1C(=O)N[C@@H](CCCNC(=N)N)C(=O)N[C@H](C(=O)N[C@@H](CC(N)=O)C(=O)N[C@H](C(=O)NCC(=O)N[C@@H](CO)C(=O)NCC(=O)N[C@H](C(=O)N1CCC[C@H]1C(N)=O)[C@@H](C)O)[C@@H](C)O)[C@@H](C)O)[C@@H](C)O	6%	8%
CCCN1CCC(=O)N(C(CSc2ccc(C)cc2)Cc2ccccc2)CC1 (centres undefined)	-2%	-8%
COc1ccco1	-9%	3%
COc1cccc(C2=Nn3c(nnc3-c3ccccc3OC)SC2)c1	2%	9%

Some of these compounds in order of formula weight, rising.
SMILES	GLA spleen mod	aGlu spleen mod
CCCN1CCC(=O)N(C(CSc2ccc(C)cc2)Cc2ccccc2)CC1 (centres undefined)	-2%	-8%
Cc1noc(-c2ccc(CSCCC(=O)O)cc2)c1NC(=O)OC(C)c1ccccc1Cl (centres undefined)	6%	10%
CC(C)C[C@H](NC(=O)[C@H](CCCCN)NC(=O)CNC(=O)[C@H](CC(C)C)NC(=O)[C@@H](NC(=O)[C@@H]1CSSC[C@H](N)C(=O)N[C@@H](CO)C(=O)N[C@@H](CC(N)=O)C(=O)N[C@@H](CC(C)C)C(=O)N[C@@H](CO)C(=O)N[C@@H]([C@@H](C)O)C(=O)N1)C(C)C)C(=O)N[C@@H](CO)C(=O)N[C@@H](CCC(N)=O)C(=O)N[C@@H](CCC(=O)O)C(=O)N[C@@H](CC(C)C)C(=O)N[C@@H](Cc1cnc[nH]1)C(=O)N[C@@H](CCCCN)C(=O)N[C@@H](CC(C)C)C(=O)N[C@@H](CCC(N)=O)C(=O)N[C@H](C(=O)N[C@@H](Cc1ccc(O)cc1)C(=O)N1CCC[C@H]1C(=O)N[C@@H](CCCNC(=N)N)C(=O)N[C@H](C(=O)N[C@@H](CC(N)=O)C(=O)N[C@H](C(=O)NCC(=O)N[C@@H](CO)C(=O)NCC(=O)N[C@H](C(=O)N1CCC[C@H]1C(N)=O)[C@@H](C)O)[C@@H](C)O)[C@@H](C)O)[C@@H](C)O	6%	8%
CC[C@H](C)[C@H](NC(=O)[C@H](Cc1ccc(O)cc1)NC(=O)[C@H](Cc1cnc[nH]1)NC(=O)[C@H](CCCNC(=N)N)NC(=O)[C@H](CC(C)C)NC(=O)[C@H](C)NC(=O)[C@H](CO)NC(=O)[C@H](Cc1ccc(O)cc1)NC(=O)[C@H](Cc1ccc(O)cc1)NC(=O)[C@H](CCCNC(=N)N)NC(=O)[C@H](C)NC(=O)[C@H](CC(C)C)NC(=O)[C@H](CC(=O)O)NC(=O)[C@H](CCC(=O)O)NC(=O)[C@H](C)NC(=O)[C@@H]1CCCN1C(=O)[C@H](C)NC(=O)[C@H](CC(=O)O)NC(=O)[C@H](CCC(=O)O)NC(=O)CNC(=O)[C@@H]1CCCN1C(=O)[C@H](CC(N)=O)NC(=O)[C@H](CC(=O)O)NC(=O)[C@@H]1CCCN1C(=O)[C@H](CCCCN)NC(=O)[C@H](CO)NC(=O)[C@@H]1CCCN1C(=O)[C@@H](N)Cc1ccc(O)cc1)C(=O)N[C@@H](CC(N)=O)C(=O)N[C@@H](CC(C)C)C(=O)N[C@H](C(=O)N[C@H](C(=O)N[C@@H](CCCNC(=N)N)C(=O)N[C@@H](CCC(N)=O)C(=O)N[C@@H](CCCNC(=N)N)C(=O)N[C@@H](Cc1ccc(O)cc1)C(N)=O)[C@@H](C)O)[C@@H](C)CC	4%	1%

Compound activity deposited in PubChem BioAssay by National Center for Advancing Translational Sciences (NCATS).

Only part of the results is shown (hit frequency here may not be typical).
